# STAT1 blocker = STAT1 signaling inhibition | NIH 3T3 STAT1-luciferase reporter, IFN-gamma, luminescence | inhibition, % at 5.5 µM | 200,000 compounds, 0.35% hits;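 active = inhibition above a set limit, the mean inhibition across all tested compounds plus 3 SD, cut at about 34% in these data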;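 also: 0% = IFN-gamma with DMSO and 100% = IFN-gamma with 300 µM nifuroxazide; values of inactives mirror those of a sister screen read the other way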
# Diaph act CS = diaphorase activation or chemical reduction counter-screen; Diaphorase/resazurin coupled assay, resorufin fluorescence, 16 min; stronger effect = higher value; 1 = vehicle wells, 0 = NADH-free wells; activation factor at 20 µM; 190,000 compounds, 0.005% hits;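 active = diaphorase activity raised at least twofold by the compound at 20 µM; inactive = activation factor below 2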
#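 test system = bacterial diaphorase enzyme (C. kluyveri) | quantity = enzyme 0.07 U/mL final | reagent = NADH substrate 0.114 mM plus resazurin dye 0.1 mM, final | incubation = 16 min enzyme reaction, ambient temperature | buffer or medium = HEPES pH 7.4 buffer with MgCl2 and Tween 20 | signal = fluorescence of resorufin, 544 nm excitation, 590 nm emission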
# TLR4-MyD88 BLA = blocks binding of human TLR4 to MyD88; O00206+Q99836; HeLa CL3-4 TLR4/MyD88 BLA complementation, FRET ratio; inhibition, % at 8.4 µM; 200,000 compounds, 0.18% hits; in the data active = inhibition above about 25%;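 also: 0% = vehicle and 100% = reference inhibitor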
# Target sequence (O00206 whole entry, looked up): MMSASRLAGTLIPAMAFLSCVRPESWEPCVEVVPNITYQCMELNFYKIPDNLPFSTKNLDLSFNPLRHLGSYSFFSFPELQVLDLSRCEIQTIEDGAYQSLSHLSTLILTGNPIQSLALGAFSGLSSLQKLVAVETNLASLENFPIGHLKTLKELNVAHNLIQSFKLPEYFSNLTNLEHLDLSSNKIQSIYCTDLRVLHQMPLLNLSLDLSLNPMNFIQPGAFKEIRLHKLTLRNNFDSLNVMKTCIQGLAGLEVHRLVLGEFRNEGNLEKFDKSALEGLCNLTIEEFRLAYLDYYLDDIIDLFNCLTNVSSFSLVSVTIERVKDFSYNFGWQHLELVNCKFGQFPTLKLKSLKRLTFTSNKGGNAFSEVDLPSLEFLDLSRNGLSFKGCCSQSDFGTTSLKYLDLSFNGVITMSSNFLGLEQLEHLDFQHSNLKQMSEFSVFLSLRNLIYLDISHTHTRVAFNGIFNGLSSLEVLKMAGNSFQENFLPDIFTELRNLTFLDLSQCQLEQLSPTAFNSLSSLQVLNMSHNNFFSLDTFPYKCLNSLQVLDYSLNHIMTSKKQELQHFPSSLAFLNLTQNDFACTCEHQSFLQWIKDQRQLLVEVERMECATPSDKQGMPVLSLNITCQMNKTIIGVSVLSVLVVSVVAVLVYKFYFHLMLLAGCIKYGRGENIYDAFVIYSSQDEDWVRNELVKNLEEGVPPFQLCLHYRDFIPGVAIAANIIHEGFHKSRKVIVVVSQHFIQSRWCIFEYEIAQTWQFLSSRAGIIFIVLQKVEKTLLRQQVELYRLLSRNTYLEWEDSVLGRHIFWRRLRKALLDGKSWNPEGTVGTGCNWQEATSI
# Target sequence (Q99836 whole entry, looked up): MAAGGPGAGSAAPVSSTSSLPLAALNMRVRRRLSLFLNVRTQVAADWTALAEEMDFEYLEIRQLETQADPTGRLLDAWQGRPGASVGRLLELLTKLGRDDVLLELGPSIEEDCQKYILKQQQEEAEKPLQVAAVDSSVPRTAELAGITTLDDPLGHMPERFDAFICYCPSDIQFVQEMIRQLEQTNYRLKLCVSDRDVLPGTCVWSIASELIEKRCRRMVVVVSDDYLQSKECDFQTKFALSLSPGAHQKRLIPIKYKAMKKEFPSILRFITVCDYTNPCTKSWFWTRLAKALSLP
# STAT3 activator = increases IL-6 driven STAT3 reporter signal; U3A cells, IL-6 STAT3-luciferase reporter, luminescence; 100% = signal with IL-6 EC80 alone; activation (% of control), % at 5.6 µM; 190,000 compounds, 0.91% hits;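 active = activation above the screen-wide mean of compound activation plus 3 SD, cut at about 130% in these data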;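 also: 0% = background luminescence of wells with medium and substrate only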
#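 Material: STAT3-luciferase reporter U3A cells; Probe or stimulus: IL-6 (33 ng/mL); Incubation: compound pre-incubation 1 h before IL-6, then 6 h stimulation at 37 °C; Technique: luminescence from STAT3-driven luciferase reporter; Evaluation: % activation versus median of IL-6-stimulated wells; Controls: IL-6-only high control.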
# STAT3 inh = STAT3 signaling inhibition. U3A cells, IL-6 STAT3-luciferase reporter, luminescence; host cell line lacks STAT1. 190,000 compounds, 0.89% hits. inhibition, % at 5.5 µM. AID 862;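 active = inhibition above the mean inhibition across all screened compounds plus 3 SD, cut at about 44% in these data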;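 also: 0% = DMSO only wells and 100% = 100 µM nifuroxazide control wells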
# Diaphorase inh = inhibits diaphorase or chemically oxidizes, flagging diaphorase assay artifacts. diaphorase resazurin-to-resorufin fluorescence, NADH, 16 min; bacterial (C. kluyveri) enzyme, not human. inhibition, % at 20 µM. 190,000 compounds, 0.69% hits;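 active = primary screen inhibition at 20 µM above a set limit, cut at about 50% in these data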;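 also: plate controls were DMSO with full reaction for no effect and wells lacking NADH for full effect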
#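 Benchmarks: positive control wells lacking NADH, neutral wells with DMSO only. System: bacterial diaphorase enzyme (C. kluyveri). Input: 0.14 U/mL diaphorase, enzyme working solution. Detection: resorufin fluorescence, excitation 544 nm, emission 590 nm. Times: 16-min room-temperature incubation before reading.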
# STAT1 act = increases IFN-gamma driven STAT1 reporter signal. NIH 3T3 STAT1-luciferase reporter, luminescence; 100% = IFN-gamma alone, no compound. activation (% of control), % at 5.5 µM. 200,000 compounds, 2.6% hits;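 active = activation above the screen-wide mean activation plus 3 SD, cut at about 130% in these data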;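 also: raw ratio to IFN-gamma control signal so 100% means no change and 0% no light; values of inactives mirror those of a sister screen read the other way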
# Hsp70 activator = transcriptional activators of Hsp70 | activation, % at 10 µM | 200,000 compounds, 0.04% hits | HeLa Hsp70 promoter luciferase reporter, luminescence; scaled: vehicle 0, proteasome-inhibitor control 100% | AID 1203;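 active = activation above the mean across all tested compounds plus 3 SD, cutoff set per campaign, cut at about 5.5% in these data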;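 also: 100% = MG132 at 30 µM as the positive control and 0% = DMSO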
# G6PDH counter = inhibits Leuconostoc G6PDH, flagging false hits in G6PDH-based assays | inhibition, % at 5 µM | 200,000 compounds, 0.12% hits | Purified L. mesenteroides G6PDH, diaphorase/resazurin coupled fluorescence, 45 min; in the data active = inhibition above about 50%
# APP transl inh = APP translation inhibition; inhibition, % at 2 µM; SH-SY5Y APP 5'UTR-luciferase reporter, luminescence; 190,000 compounds, 0.82% hits;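 active = inhibition above a set limit, derived from the sample mean plus 3 SD, cut at about 45% in these data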; also: values of inactives mirror those of a sister screen read the other way
# The depositor's hits bear a star; x = not tested or not shown.
SMILES,STAT1 blocker,Diaph act CS,TLR4-MyD88 BLA,STAT3 activator,STAT3 inh,Diaphorase inh,STAT1 act,Hsp70 activator,G6PDH counter,APP transl inh
c1ccc(Oc2ccc(-c3ccnc4nc(N5CCOCC5)nn34)cc2)cc1,2,0.9,-9,106,4,7,96,0.0,17,12
CC(C)OC(=O)C(C#N)c1nc2ccccc2nc1N1CCCC1 (centres undefined),2,0.9,8,96,11,6,97,-0.3,2,-22
COc1ccc(-n2c(C)cc(C(=O)COC(=O)Cc3n[nH]c(=O)c4ccccc34)c2C)cc1,-1,0.8,2,99,10,19,101,-0.2,-6,8
O=[N+]([O-])c1c(C(Cl)Cl)nn(-c2ccccc2)c1N1CCOCC1,-12,0.8,-4,106,-4,17,109,-0.1,12,-10
CCC(C#CCN1CCCCC1)(CC)OCCC#N,1,0.9,6,96,14,7,99,0.3,5,-2
CC(C)=C1C2CCC1C(C(=O)Nc1sc(C)c(-c3ccc(C(C)C)cc3)c1C(N)=O)C2C(=O)O (centres undefined),-6,0.9,-7,100,4,5,105,-0.3,2,-18
COc1ccc(-n2nnc3c(=O)n(Cc4cccc(C)c4)cnc32)cc1,-2,0.8,-6,103,-3,15,102,-0.1,-6,8
NC(=O)CCCCC(=O)OCCCc1cccs1,-2,0.9,7,99,6,12,100,-0.3,8,-6
O=C(NCc1cccnc1)c1ccccc1[N+](=O)[O-],12,0.8,11,101,-2,15,89,-0.2,-10,-8
COC(=O)c1ccccc1NC(=O)c1cncc(Br)c1,-8,0.9,-6,95,10,10,107,-0.1,5,9
COc1ccc2c(c1)c(=O)cc(-c1ccccc1)n2C,-9,0.9,-3,98,5,6,108,-0.1,0,-24
Cc1cc(C)c(NC(=O)C2C3/C=C\CCCCC32)c(C)c1 (centres undefined),-1,1,-4,108,-2,4,101,-0.2,3,0
O=C(NCCc1ccc(Cl)cc1)c1ncn[nH]1,0,1.1,-8,94,11,-5,100,0.0,3,7
CCOC(=O)Cn1c(=O)c2c(nc(N3CCCCC3)n2Cc2ccccc2)n(C)c1=O,-5,1,1,105,-3,2,104,0.0,1,-3
COc1ccc(C2C(C(=O)Nc3ccccc3)=C(C)Nc3nc(CCCO)nn32)cc1 (centres undefined),5,1,0,106,-4,1,96,-0.1,2,-22
O=C(NCc1ccco1)c1cccc(NS(=O)(=O)c2cccc(F)c2)c1,11,0.9,-7,99,1,8,90,-0.4,0,2
Cc1cc(C(=O)Nc2cccc(O)c2)c(C)o1,4,0.9,-16,95,11,11,96,-0.3,10,8
O=C(CN1CCN(c2ccccn2)CC1)Nc1cccc(C(F)(F)F)c1,2,0.9,0,101,3,9,99,0.0,3,-2
COc1cc(OC)cc(-c2nc(-c3cc4cc(C)ccc4nc3OC)no2)c1,4,0.9,5,92,11,12,96,-0.1,-2,-4
O=C(NC1C(=O)NNC1c1ccccc1)c1ccccc1 (centres undefined),-14,0.8,-5,105,-2,16,112,0.5,3,-16

# The list goes on; the last 4 above are carried over.
SMILES,STAT1 blocker,Diaph act CS,TLR4-MyD88 BLA,STAT3 activator,STAT3 inh,Diaphorase inh,STAT1 act,Hsp70 activator,G6PDH counter,APP transl inh
Cc1cc(C(=O)Nc2cccc(O)c2)c(C)o1,4,0.9,-16,95,11,11,96,-0.3,10,8
O=C(CN1CCN(c2ccccn2)CC1)Nc1cccc(C(F)(F)F)c1,2,0.9,0,101,3,9,99,0.0,3,-2
COc1cc(OC)cc(-c2nc(-c3cc4cc(C)ccc4nc3OC)no2)c1,4,0.9,5,92,11,12,96,-0.1,-2,-4
O=C(NC1C(=O)NNC1c1ccccc1)c1ccccc1 (centres undefined),-14,0.8,-5,105,-2,16,112,0.5,3,-16
Cc1nc(-c2cnn(-c3ccccc3)c2)c2cc(C)oc2n1,10,0.7,3,87,20,28,92,-0.2,-9,14
Cc1ccc(C)c(CN2C(=O)c3ccccc3S(=O)c3ccc(C(=O)N4CCN(c5ccccn5)CC4)cc32)c1 (centres undefined),4,0.9,-15,99,7,15,98,-0.1,3,14
Cc1cc2cc(CNC(=O)CC(C)C)ccc2n1C,4,1,-9,96,9,-4,96,-0.2,9,-14
O=C(CNC(=O)c1ccco1)N/N=C/c1c[nH]c2ccccc12,3,1,5,110,0,1,96,-0.3,8,-8
COc1cc(C)c(Cl)cc1S(=O)(=O)NCC1CCCO1 (centres undefined),2,0.9,4,100,3,6,98,-0.1,6,13
C/C(=N\Nc1nc(N)cc(Cl)n1)c1ccc(F)cc1,-11,0.9,-2,92,16,5,108,-0.1,9,-46
COC(=O)CSc1nnc(COc2ccc([N+](=O)[O-])cc2)n1C,2,1,-6,92,14,0,97,-0.2,-1,12
O=C(NC1(C(F)(F)F)NC(=O)N(C2CCCCC2)C1=O)c1ccco1 (centres undefined),8,1,-4,94,12,4,91,0.3,11,5
CCOc1ccc(Oc2ccc(C(F)(F)F)cc2N)cc1,2,0.8,-9,102,-4,16,98,-0.3,-13,-31
Cc1ccc(C2CC(c3cccs3)=NN2C(=O)CSC2=NN3CCCC(=O)N=C3S2)cc1 (centres undefined),4,0.8,-6,100,8,24,96,0.1,-26,2
O=c1nc2n(c3ncccc13)CCC2,10,0.7,16,101,4,29,91,-0.3,-2,10
COc1cccc(-c2cc(C(F)(F)F)c(C#N)c(=O)[nH]2)c1,2,1,-4,88,21,-2,97,-0.1,3,-20
COc1ccc(NC(=S)NNc2ccc([N+](=O)[O-])cc2S(=O)(=O)Nc2ccc(C)cc2C)cc1,-4,0.8,-15,106,-10,18,104,-0.1,8,3
COC(=O)C/C=C/[C@@H](C)[C@@H](/C=N/OCC[C@@H]1C=C[C@H](OC(C)=O)[C@@H](COC(C)=O)O1)NS(=O)(=O)c1ccc(C)cc1,11,1,4,91,7,0,90,-0.3,6,-9
O=C(c1ccc(Cl)c([N+](=O)[O-])c1)N1CCN(c2ccccc2)CC1,3,1,1,100,6,0,97,-0.3,-4,-8
COc1ccc(-n2c(SCC(=O)N3CCCCC3)nc(O)cc2=O)cc1,-15,0.7,10,104,1,28,113,0.3,15,-2
Cc1onc(-c2ccccc2Cl)c1C(=O)NCC1CCCO1 (centres undefined),-1,1,-6,103,-1,-4,101,0.0,7,-8
CCOC(=O)c1sc(NC(=O)CCN2CCC(C)CC2)c(C(=O)OCC)c1C,1,1,9,101,6,2,98,0.5,-8,-16
S=c1[nH]nc(Cc2cccs2)n1-c1cccc2ccccc12,2,1,1,91,14,2,98,-0.2,-3,-4
CC(C)Nc1nc(NC(C)C)nc(Oc2ccc(/C=N/O)cc2)n1,14,x,-8,104,0,x,87,-0.3,x,-5
COc1ccc(OC(=O)C2CC(=O)N(c3ccc(C)cc3)C2)cc1 (centres undefined),4,0.8,-1,103,4,15,94,-0.2,4,0
Fc1cccc(NC(=S)NNc2c3ccccc3nc3ccccc23)c1,1,0.9,-14,104,-3,5,98,-0.1,-4,54*
CCC(=O)NCc1c(Cl)cccc1-n1cccc1,11,0.9,7,101,5,12,90,-0.3,2,-13
CN1CCCN(C2C3CC4CC(C3)CC2C4)CC1 (centres undefined),0,1,5,99,3,2,100,0.3,6,9
O=C(NCc1cccs1)C1CCN(c2nc3ccccc3o2)CC1,-2,0.8,-17,91,16,20,101,-0.4,1,14
COC(=O)C1=C(C)Nc2ncnn2C1c1ccc(OCc2ccccc2)cc1 (centres undefined),2,0.9,8,102,4,6,98,-0.2,5,11
CCO[C@@H]1OC(C(=O)NCc2ccccc2)=C[C@H](c2csc3ccccc23)[C@H]1CCCO,6,0.6,-5,x,x,41,96,-0.2,10,-10
Cc1cccc(NCc2ccc(O)c3ncccc23)c1C,3,0.2,5,106,-2,80*,96,-0.3,50,-7
Cc1ccccc1OCc1nnc(SCCN2CCCC2)n1-c1ccccc1,2,1.1,3,103,2,-13,98,0.7,10,-35
CC(=NCCCn1ccnc1)C1=C(O)c2ccccc2C1=O,-1,1.2,5,103,6,-23,101,-0.3,4,0
CC(NC(=O)/C(C#N)=C1\N=C(NC(=O)c2cccs2)c2ccccc21)c1ccccc1 (centres undefined),4,0.8,-5,110,-9,19,96,-0.5,3,2
COc1ccc(-c2nc(CCNC(=O)c3ccco3)cs2)cc1OC,3,0.8,-20,112,-9,18,97,-0.2,9,16
O=C(COC(=O)c1cc(S(=O)(=O)N2CCOCC2)c(Cl)cc1Cl)Nc1ncc(C(F)(F)F)cc1Cl,1,0.9,2,101,-3,6,99,-0.2,5,-4
O=S(=O)(c1cccs1)N1CN(CC2CCCO2)c2nc3ccccc3nc21 (centres undefined),12,0.9,-1,97,7,11,89,0.0,0,16
Cc1cccc2nc(CSc3nc4ccc([N+](=O)[O-])cc4[nH]3)c(Br)n12,11,0.8,-3,99,-3,17,90,-0.6,-20,-14
COc1ccc(CCC(=O)Nc2cc(Cl)ccc2N2CCN(C)CC2)cc1,1,0.8,-3,100,4,19,99,-0.4,2,-4
COCCN(Cc1ccccc1)P(=O)(O)c1ccccc1OCC(=O)O,-11,0.8,1,102,1,18,110,-0.3,7,-5
CCOC(=O)C1(Cc2cccc(OC)c2)CCCN(Cc2ccc(NC(C)=O)cc2)C1 (centres undefined),3,0.9,-8,97,8,13,96,-0.2,15,0
Cc1ccc2cc(CN(CCN3CCOCC3)C(=O)NCc3ccccc3)c(=O)[nH]c2c1C,0,0.9,6,100,5,10,100,0.3,15,4
CCOC(=O)C1CCN(c2ncnc3c2oc2ccc(Cl)cc23)CC1,9,0.7,-2,106,-5,34,92,-0.1,3,5
CCCCN1C=C(C(=O)OC)C(c2ccccc2Cl)C(C(=O)OC)=C1,-4,1,-12,88,17,5,102,-0.3,4,11
CCC(N=c1cc(-c2ccc(OC)cc2)oc2ccc(C)cc12)C(=O)O (centres undefined),-72,1,4,100,4,3,164*,-0.1,5,-147
C=CCc1c(C)nc2ccc(C(=O)OCC)cc2c1Cl,-6,0.9,1,85,20,13,104,-0.1,12,-20
Cc1cnc(NC(=O)[C@H](C)N2C(=O)C3CCCCC3C2=O)s1 (some centres undefined),-10,0.9,2,94,14,12,109,0.3,2,-9
CNC(=O)c1c2c(nc3ccc(Br)cc13)CCCC2,-10,0.8,-6,94,8,25,109,-0.3,4,-6
O=C(O)c1nc2ccccc2nc1C(=O)O,-26,1.1,-10,109,-7,-6,124,-0.2,4,-43
CCn1c(CCCOc2ccc(Cl)cc2Cl)nnc1SCC(=O)Nc1cc(F)ccc1C,2,0.7,-17,105,-8,27,99,-0.3,-23,0

# Screening data deposited in PubChem by several laboratories.
